# Bioassay records as filed in PubChem BioAssay.
# mcGAS inh – cyclic GMP-AMP synthase inhibitors, mouse, primary biochemical chemiluminescence; Q8C6L5; recombinant cGAS, Kinase-Glo ATP depletion luminescence; inhibition, % at 12.5 µM; 160,000 compounds, 0.15% hits; AID 1259399, 2018;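 further: 0% = negative control wells and 100% = reference inhibitor with no enzyme activity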
# hcGAS lum – Primary biochemical luminescence assay for human cyclic GMP-AMP synthase inhibitors; Q8N884; recombinant h-cGAS, ATP depletion, Kinase-Glo luminescence; inhibition, % at 12.5 µM; 290,000 compounds, 0.081% hits;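 further: 0% = vehicle reaction and 100% = reaction without DNA for no activity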
# Target sequence (Q8N884 whole entry, looked up): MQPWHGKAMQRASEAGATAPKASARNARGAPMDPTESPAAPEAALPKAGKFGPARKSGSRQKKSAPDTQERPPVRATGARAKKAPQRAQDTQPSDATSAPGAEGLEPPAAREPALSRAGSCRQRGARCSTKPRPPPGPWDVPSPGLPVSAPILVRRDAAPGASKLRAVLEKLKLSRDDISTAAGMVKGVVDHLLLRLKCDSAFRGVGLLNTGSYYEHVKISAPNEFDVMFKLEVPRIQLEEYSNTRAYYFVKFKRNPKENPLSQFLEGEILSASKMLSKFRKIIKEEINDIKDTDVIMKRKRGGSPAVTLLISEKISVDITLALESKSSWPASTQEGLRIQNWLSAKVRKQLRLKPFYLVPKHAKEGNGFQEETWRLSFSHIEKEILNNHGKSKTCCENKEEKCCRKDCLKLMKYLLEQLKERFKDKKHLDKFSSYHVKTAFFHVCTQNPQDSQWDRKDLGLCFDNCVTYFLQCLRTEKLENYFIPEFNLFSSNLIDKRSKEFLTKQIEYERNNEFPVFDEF
# NPYLR7 agonist – agonists of mosquito NPYLR7 receptor, primary screen, cell-based, Aedes aegypti, calcium fluorescence, mosquito biting behavior | Aedes aegypti neuropeptide Y-like receptor 7 (NPYLR7) | HEK293T NPYLR7/Galpha15, GCaMP6s calcium fluorescence | activation, % at 10 µM | 270,000 compounds, 0.15% hits | AID 1259423, 2018; in the data active means activation above about 40%;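 further: 0% = vehicle and 100% = reference agonist at the receptor; some compounds past the cut are filed as inactive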
# The depositor's hits bear a star; · = not tested or not shown; & = joins results of further samples. Unless noted, no stated cut-off is given here; in the data, active means inhibition above about 40%; inactive means the rest.
SMILES,mcGAS inh,hcGAS lum,NPYLR7 agonist
Cc1ccc2c(n1)-n1c(nc3cc(C(F)(F)F)ccc3c1=O)CO2,·,4.2,2.4
c1ccc(Cn2nnc3c(N4CCNCC4)ncnc32)cc1,·,-3.9,1.0
CN(C)C12C=CC(c3ccccc31)c1ccccc12,·,-1.8,-3.3
CC(=O)Oc1c(-c2ccc(NC(=O)c3cccc(Cl)c3)cc2)c(-c2ccc3c(c2)OCO3)nn1-c1ccc(C)cc1,-2.3,-1.9,4.6
O=C(NCCc1cccnc1)c1coc(COc2ccc(F)cc2Cl)n1,·,-4.0,17.4
Cc1nc2sc(C(=O)OCc3nc4ccsc4c(=O)[nH]3)c(C)c2c(=O)[nH]1,-6.5,-6.7,1.1
COC(=O)C(C)(Cc1ccccc1)NC(=O)c1ccc(CSc2ccc3ccccc3n2)cc1 (stereo not given),-3.9,-8.1,-9.8
COCCN(CC(=O)N(Cc1ccc(F)cc1)Cc1cccs1)C(=O)c1cccc(C(F)(F)F)c1,-6.8,-8.8,15.2
COC(=O)COc1ccc(-c2cncnc2)cc1CN1C[C@@H]2[C@@H]3CC[C@@H](C3)[C@@H]2C1,-13.4,-6.5,6.5
CC(=O)N=c1c(C#N)cc2c(=O)n3ccccc3nc2n1C(C)C,-5.8,-11.2,0.2
COc1ccc(C(=O)N2CCC(Cc3ccc(C(F)(F)F)cc3)CC2)cc1OC,-7.3,-6.6,1.0
O=C1NC(=S)S/C1=C/c1ccc(OCc2ccccc2)cc1,-4.3,-6.5,1.5

# Compound profiles (already shown):
# `COC(=O)COc1ccc(-c2cncnc2)cc1CN1C[C@@H]2[C@@H]3CC[C@@H](C3)[C@@H]2C1` as listed: mcGAS inh = -13.4; hcGAS lum = -6.5; NPYLR7 agonist = 6.5
# `Cc1ccc2c(n1)-n1c(nc3cc(C(F)(F)F)ccc3c1=O)CO2` as listed: mcGAS inh = ·; hcGAS lum = 4.2; NPYLR7 agonist = 2.4

# The list continues:
SMILES,mcGAS inh,hcGAS lum,NPYLR7 agonist
COCC1(NC(=O)Nc2nc(-c3ccccc3)ns2)CCCC1,·,-2.6,1.3
CCc1cccc2c(C(CC(=O)N3CCCC3)c3cccc(OC)c3OC)c[nH]c12 (stereo not given),-5.7,-5.4,-2.3
CCC(C(=O)Nc1nc2cccc(-c3cccc(OC(F)(F)F)c3)n2n1)c1ccccc1 (stereo not given),-2.8,-0.8,-2.2
CCC(Oc1ccccc1)c1nc(CC2CCN(C)CC2)no1 (stereo not given),-10.1,2.5,6.2
Cc1ccccc1SC1CCN(C(=O)c2cn(CC3CCCO3)nn2)CC1 (stereo not given),·,0.2,12.2
Cc1ccccc1NC(=O)N1CCN(Cc2cc3n(n2)CCNC3)CC1,-9.8,-7.4,4.2
COc1ccc(-c2c(C)nn3c(N4CCOCC4)cc(C)nc23)cc1OC,-7.7,-9.4,2.9
CC(Oc1ccc2c(c1)[nH]c1ccccc12)C(=O)N1CCCC1 (stereo not given),-10.6,-2.1,-3.0
COCc1c(Br)c(C)nc(OCC(=O)N/N=C\c2cc(C)n(-c3ccc(Br)cc3)c2C)c1C#N,-1.8,-1.7,6.1
Cc1cc(NC(=O)CCCSc2ccc(NC(=O)c3ccco3)nn2)no1,-4.1,-1.8,-0.2
Cc1cc(Cl)ccc1N=Cc1nc(-c2ccccc2F)oc1O,·,-4.2,-1.9
C#CCNC(=O)c1ccccc1NC(=O)c1ccc(OC)cc1,·,-5.1,9.0
CCOC(=O)N1CCC(N2CCN(Cc3cccc(OC)c3)C(CCO)C2)CC1 (stereo not given),·,-12.2,5.7
CN1CC(=O)N(CN2CCN(c3ccc(F)cc3)CC2)C1=O,·,-0.2,1.7
NC(=O)c1ncn([C@@H]2O[C@H](CO)[C@@H](O)[C@H]2O)n1,-3.5&-3.0,-9.8&10.2&-4.2,10.6&1.2&-8.9
O=C(Nc1c(-c2cccc(F)c2)nc2ccccn12)C1CCCC1,-12.0,-9.6,9.1
Cc1ccc2oc(=O)n(CCC(=O)N3CCC4(CN(C)C(=O)O4)C3)c2c1 (stereo not given),·,-2.6,1.5
CC(C)c1cccc(-c2nc3c(NCCc4ccncc4)nccc3[nH]2)c1,-7.6,-7.9,-5.2
Cc1cccc(Cn2cc(S(=O)(=O)c3ccccc3)c(=O)c3cc(F)c(N4CCOCC4)cc32)c1,-6.4,-11.6,9.4
COc1ccc(CCN(C)C(=O)C(C)(C)Oc2ccc(C(N)=O)cc2)cc1OC,-4.8,-9.4,-1.3
COCCCN(C(=O)c1ccn(C(C)C)n1)C1CCN(C)CC1,-0.7,-0.8,·
C=CCOCC(O)CN(Cc1c(-c2ccccc2)nn(C)c1Oc1ccc(Cl)cc1)CC1CC1 (stereo not given),-2.8,-6.1,3.2
CCC(CO)n1cc2c(c1-c1ccccc1)c(=O)n(C)c(=O)n2C (stereo not given),·,-11.3,16.9
O=C(CC(c1ccc2c(c1)OCO2)c1c[nH]c2ccccc12)N1CCCC1 (stereo not given),-3.6,-4.6,-0.3

# Look-ups from the results shown.
# For hcGAS lum, CCC(CO)n1cc2c(c1-c1ccccc1)c(=O)n(C)c(=O)n2C (stereo not given) has the entry -11.3
# For NPYLR7 agonist, CCOC(=O)N1CCC(N2CCN(Cc3cccc(OC)c3)C(CCO)C2)CC1 (stereo not given) has the entry 5.7
# For mcGAS inh, COCCCN(C(=O)c1ccn(C(C)C)n1)C1CCN(C)CC1 has the entry -0.7
# For NPYLR7 agonist, O=C(Nc1c(-c2cccc(F)c2)nc2ccccn12)C1CCCC1 has the entry 9.1
# For NPYLR7 agonist, O=C(CC(c1ccc2c(c1)OCO2)c1c[nH]c2ccccc12)N1CCCC1 (stereo not given) has the entry -0.3

# Continuation.
SMILES,mcGAS inh,hcGAS lum,NPYLR7 agonist
CN(C)c1ccc(C(=O)N2CCN(c3ncccc3C(=O)NCc3ccc4c(c3)OCO4)CC2)cc1,-6.2,-8.5,28.0
CC1CC(N(C)CCc2ccc(Br)cc2)C(=O)O1 (stereo not given),·,-8.6,3.7
O=C(c1ccccc1Cl)N1CCN(c2nc(Cc3ccccc3)nc3onc(-c4ccccc4)c23)CC1,-2.4,-1.4,-0.5
O=C(c1ccc(Cl)cc1)N(Cc1ccco1)Cc1nccn1Cc1ccccc1C(F)(F)F,-3.3,-4.8,-2.6
CCC(Oc1ccc2c(c1)CCCC2)C(=O)N1CCc2[nH]ncc2C1 (stereo not given),·,3.1,-3.1
CC(CN1CCOCC1)NC(=O)C(C)CS(=O)(=O)c1ccc(F)cc1 (stereo not given),·,-10.9,13.8
CNC(=O)C1CCC(Cn2c(=O)c3sccc3n(Cc3ccc(C)cc3)c2=O)CC1 (stereo not given),-9.6,-9.3,0.1
COc1ccc(-c2cc(C(F)(F)F)n3nc(C(=O)NCc4ccco4)cc3n2)cc1OC,-6.0,-7.6,-3.1
CCC(C)=NN=c1sc2ccccc2n1C,·,-7.0,-3.2
CN(C)c1cccc(-c2ccc3c(c2)C(C)(Cc2ccc(OC(F)(F)F)cc2)C(=O)N3)c1 (stereo not given),1.2,3.6,-3.1
COCCN1Cc2cc(OC)ccc2N(C(=O)C2CCC2)CCC1=O,-5.3,4.2,10.2
CN(C)c1ccc(NC(=O)C2CCCC2)cc1CN(Cc1cccc(F)c1)C(=O)c1ccccc1Cl,-5.9,-6.8,8.3
c1ccc(OCc2noc(CN3CCN(C4CCCC4)CC3)n2)cc1,·,-6.7,2.4
CCOCCn1c(=NC(=O)C2=COCCO2)sc2cc(OCC)ccc21,·,3.1,1.3
Cc1nnc(NC(=O)CN(C)C(=O)OC(C)(C)C)s1,·,-5.6,5.7
COc1ccc(-c2c[nH]c(=S)n2CC(C)C)cc1,-8.6,-5.3,-14.6
CCOc1cccc(C(=O)N2CCC(n3c(C)nc4ccc(C)cc43)CC2)c1,1.3,-0.6,·
Cc1nc2cc(C)c(C)cc2s1,·,-7.6,3.1
CCc1[nH]n(-c2ccccc2)c(=O)c1C1=C([n+]2cc(C)cc(C)c2)C(=O)N(c2cccc(C)c2)C1=O,-9.6,-1.1,8.4
CC(NC(=O)NC12CC3CC(CC(C3)C1)C2)C(=O)O (stereo not given),-4.9,-6.3,5.8
Cc1ccc(C2CC(=O)c3cn4ncnc4nc3C2)cc1 (stereo not given),·,-13.1,11.2
COCc1ccc(C(=O)NS(=O)(=O)Cc2ccccc2C#N)cc1,·,-8.5,5.8
O=C(OCc1ccccc1)[C@@H]1CCCN1C(=O)c1ccc(CSc2nnc3ccccn23)cc1,-1.9,-0.9,10.1
COc1ccc(Cl)cc1S(=O)(=O)N1CCC2(CCCNC2)C1 (stereo not given),·,5.7,-4.1
CC(C)CN(CC(=O)N(Cc1cccn1Cc1ccccc1Cl)C1CCCCC1)C(=O)c1ccc([N+](=O)[O-])cc1,-3.1,-8.7,-10.3
O=C(CN1CCc2sccc2C1c1ccccc1)N1CCN(C(=O)Nc2cccc(Cl)c2)CC1 (stereo not given),-5.4,-3.3,6.9
CCc1cc(C(=O)NCC(F)(F)F)n[nH]1,·,-3.2,1.1
CCC(=O)Nc1ccc(S(=O)(=O)NC2CCN(C(=O)C3CC3)CC2)cc1,7.3,14.8,-3.2
O=C(NCC(c1ccco1)N1CCCC1)NC1CCCCC1 (stereo not given),-3.9,-5.6,8.9
COc1cccc(C(=O)Oc2cccc(-c3nc4cc(C)ccn4c3NC3CCCCC3)c2)c1,-5.4,-13.8,17.0
c1ccc(OCc2nc(-c3ccccn3)no2)cc1,-2.3,-1.6,12.9
CN1CCC2(CCN(C(=O)c3cc(C(F)(F)F)[nH]n3)CC2)C1,·,-4.8,12.5
OCCn1ncc2c1CCCC2NCc1ccc(-c2ccc(F)cc2)o1 (stereo not given),·,-1.8,-10.0
O=C(CSc1nnc(CNC(=O)c2cccs2)n1-c1cccc(C(F)(F)F)c1)Nc1nccs1,-5.3,-7.4,11.5
CC(CC(F)(F)F)NCCc1cnn(-c2ccccc2)c1 (stereo not given),-8.4,-7.5,4.7
N#CC(Br)Cc1ccccc1C(=O)O (stereo not given),·,-9.1,9.1
COC(=O)c1ccc(-c2noc(CN3CCN(Cc4ccc(OC)cc4)C(=O)C3)n2)cc1,·,-8.2,3.4
CC(C)(CCCNC(=O)C1(C#N)CCCCC1)C1OCCO1,·,-16.6,0.5
Cc1cc(-n2cccn2)ccc1CN1CCCC(OCc2cccnc2)C1 (stereo not given),-16.4,-3.1,0.4
CCN(C(=O)c1ccc(S(=O)(=O)N2CCOCC2)o1)c1ccccc1,·,-6.1,2.5
O=C(Nc1ccc(Cl)c(Cl)c1)Nn1cnc2ccccc2c1=O,·,-6.0,4.1
COc1cccc(NC(=O)CCC2CCN(C/C(C)=C/c3ccco3)CC2)c1,-10.7,-6.2,·
Cc1nc(NCCNC(=O)c2ccc(F)cc2F)cc(N2CCOCC2)n1,·,-8.7,1.7
COc1ccc(N2C(=O)C3CC=CCC3C2=O)cc1Cl (stereo not given),-3.1,-1.6,-2.7
O=C(Nc1ncc(Cc2ccc(F)c(F)c2F)s1)c1ccsc1,·,-13.9,0.1
CCC(Sc1n[nH]c(N)n1)C(=O)Nc1ccc(C)cc1C (stereo not given),-6.6,-7.5,3.3
Cc1csc2nc(CN3CCCC(C(=O)NCC4CC4)C3)cc(=O)n12 (stereo not given),·,-0.4,-0.6
CCCc1nc(CN(CC)C(=O)c2ccc(C(C)=O)s2)no1,-11.5,-5.5,5.7

# Three records picked at random from those above:
SMILES,mcGAS inh,hcGAS lum,NPYLR7 agonist
COc1cccc(NC(=O)CCC2CCN(C/C(C)=C/c3ccco3)CC2)c1,-10.7,-6.2,·
Cc1nc(NCCNC(=O)c2ccc(F)cc2F)cc(N2CCOCC2)n1,·,-8.7,1.7
Cc1csc2nc(CN3CCCC(C(=O)NCC4CC4)C3)cc(=O)n12 (stereo not given),·,-0.4,-0.6

# Further entries follow.
SMILES,mcGAS inh,hcGAS lum,NPYLR7 agonist
O=C(C=Cc1nc2ccccc2o1)N1CCc2ccccc21,·,-19.5,7.3
CC(C)OCCC1CCCCN1C(=O)CN1CSCC1=O (stereo not given),-1.5,2.5,-9.9
CC(C)(C)C(=O)Nc1cccc(NCC(=O)NCc2ccc(F)cc2)c1,0.2,4.0,-0.5
CCCCc1ccc(N=Cc2nc(-c3ccc(C)cc3)oc2O)cc1,·,-8.3,-3.9
Cc1ccc(-c2nnc(NC(=O)C(NC(=O)Nc3cccc(Cl)c3Cl)C(C)C)s2)cc1 (stereo not given),0.6,-1.6,1.6
O=C(Cn1nc2ccccc2n1)N1CCCC(Nc2ccc3c(c2)OCO3)C1 (stereo not given),·,-5.3&0.3,6.1&3.8
Cc1ccc(CN(CCc2ccccc2)C(=O)CN(CCN2CCCC2)C(=O)c2ccc(Cl)c(Cl)c2)o1,-3.6,-0.6,1.0
Cc1nn(C2CCS(=O)(=O)C2)c(C)c1CNC(C)CCc1ccccc1 (stereo not given),·,0.9,6.8
CCOC(=O)c1c(NC(=O)COC)sc2c1CCC2,-4.8,-5.3,-0.2
N#Cc1ccc(NCc2nccn2CCCc2ccccc2)nc1,·,-3.3,1.7
COc1ccc(S(=O)(=O)N2CCc3ccccc3C2)cc1N1CCN(C(=O)[C@H](C)OC(C)=O)CC1,-7.5,-11.5,26.0
Cc1[nH]n(-c2ccccc2)c(=O)c1N=Nc1cccc2ccccc12,0.2,0.3,-5.5
CC1CN(C)CCN1C(C)C(=O)N1CCCC(C(N)=O)C1 (stereo not given),·,-7.7,3.8
Cc1cc(C)c(C(=O)OC(C)C(=O)NC(=O)NC2CC2)c(C)c1 (stereo not given),·,-5.4,3.8
CCOC(=O)c1ccc(N2C(=O)NC(=O)/C(=C/c3ccc(O)c(OCC)c3)C2=O)cc1,-4.6,-3.8,-3.9
